CF NFkB inh = cystic fibrosis NF-kB activation inhibition; KKLEB NF-kB-GFP reporter, PAF-induced, GFP fluorescence overnight; inhibition, % at 5 µM; 0.86% of 360,000 active;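 active = at least 50% inhibition at 5 µM, scaled per plate between neutral and stimulator controls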;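 note: PAF is a Pseudomonas aeruginosa culture filtrate used as stimulus; plate controls were PAF-stimulated DMSO wells for no effect and unstimulated DMSO wells for full effect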
KKLEB tox = counter-screen for CF NF-kB inhibitors: cytotoxicity | KKLEB CF airway cells viability, ATPlite luminescence, overnight; active compounds read low; cells stimulated with P. aeruginosa culture filtrate | activity change (cytotoxicity), % at 5 µM | 0.36% of 360,000 active;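 active = corrected activity change at or below -50% at 5 µM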
HIF-2a inh = inhibitors of HIF-2a; 786-0 RCC cells HIF-2a reporter, luciferase luminescence, overnight; inhibition, % at 18.8 µM; 0.72% of 360,000 active; AID 624352;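 active = inhibition of the luminescence signal of 40% or more relative to plate controls, in a single-dose primary screen at 18.75 µM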
NR2E3 ag-1 = activates human NR2E3 receptor. CHO-S Gal4-NCOR/VP16-NR2E3 two-hybrid, luciferase. inhibition of corepressor binding, % at 3.98 µM. 0.35% of 360,000 active. AID 602229;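 active = inhibition above the mean of all tested compounds plus 3 SD, cut at about 70% in these data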;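 note: 0% = DMSO with NR2E3 transfected cells and 100% = cells lacking NR2E3 construct; higher means lower luciferase signal from less NR2E3 corepressor binding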
Target sequence (Q9Y5X4 whole entry, looked up, the tested form may be a part): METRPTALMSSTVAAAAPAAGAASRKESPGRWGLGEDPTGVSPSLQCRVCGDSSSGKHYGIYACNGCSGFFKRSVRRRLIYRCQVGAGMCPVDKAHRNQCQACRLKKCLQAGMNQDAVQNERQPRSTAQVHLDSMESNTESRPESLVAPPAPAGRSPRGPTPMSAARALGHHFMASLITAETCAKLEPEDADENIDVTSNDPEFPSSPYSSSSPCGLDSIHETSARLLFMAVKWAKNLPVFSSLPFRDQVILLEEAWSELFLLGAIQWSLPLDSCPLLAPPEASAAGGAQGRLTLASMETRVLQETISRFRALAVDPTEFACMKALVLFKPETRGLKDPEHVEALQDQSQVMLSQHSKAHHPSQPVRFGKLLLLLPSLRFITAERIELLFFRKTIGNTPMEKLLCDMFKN
TRPM1 prom inh = MITF TRPM1 promoter inhibition in SK-MEL-5 cells; SK-MEL-5 TRPM1 promoter luciferase, 24 h; inhibition, % at 12.5 µM; 0.83% of 330,000 active;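 active = mean inhibition across replicates of 60% or more, whatever share of single replicates reaches that level; inconclusive = some that reach 60%, reason not given; inactive = mean inhibition across replicates below 60%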; note: values of inactives mirror those of a sister screen read the other way
Vif inh = inhibitors of HIV Vif | HEK293T cells, Vif self-association by quenched fluorescence, imaging, 24 h | inhibition, % at 7.49 µM | 0.35% of 340,000 active | AID 602346; in the data active = inhibition above about 50%, passing the limit was not always enough; inconclusive = no clear call, values can overlap the other calls; inactive = below about 31%; note: some results filed as inactive read as strong as hits
PDI inh = PDI (human) enzyme inhibition. P07237. inhibition, % at 10 µM. PDI insulin aggregation turbidity, A650, 90 min. AID 588391. 0.052% of 350,000 active;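 active = mean inhibition across replicates of 30% or more, whatever share of single replicates reach that level; inconclusive = mean inhibition below 30% while every single replicate reaches 30%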;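 note: absorbance from insulin aggregation driven by PDI reduction with DTT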
Target sequence (P07237 whole entry, looked up): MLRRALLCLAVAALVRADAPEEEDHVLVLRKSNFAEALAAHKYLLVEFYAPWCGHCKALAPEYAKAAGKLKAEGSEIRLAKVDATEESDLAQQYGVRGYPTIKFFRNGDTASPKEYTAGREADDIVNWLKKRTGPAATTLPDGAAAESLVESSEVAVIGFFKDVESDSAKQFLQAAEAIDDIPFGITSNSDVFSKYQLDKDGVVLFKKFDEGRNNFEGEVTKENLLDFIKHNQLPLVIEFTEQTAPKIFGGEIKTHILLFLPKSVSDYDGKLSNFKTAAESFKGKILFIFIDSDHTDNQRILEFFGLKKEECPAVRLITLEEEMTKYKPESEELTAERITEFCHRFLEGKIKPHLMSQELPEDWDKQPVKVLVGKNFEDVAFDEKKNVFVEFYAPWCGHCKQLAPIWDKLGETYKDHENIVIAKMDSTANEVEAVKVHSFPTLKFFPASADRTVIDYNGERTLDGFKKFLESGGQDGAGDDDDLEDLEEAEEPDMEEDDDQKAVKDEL
CaV13 ICDI inh = Disruptors of the CACNA1D IQ motif to Ca2+-dependent inactivation inhibitor domain association, primary screening, Förster resonance energy transfer in intact living … | inhibition, % at 12.3 µM | 0.098% of 340,000 active | HEK cells, CFP/YFP FRET ICDI-IQ, plate reader, 10 min; percent FRET-ratio fall versus neutral wells;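 active = mean replicate inhibition of at least 30% and at least 1% of replicates passing that level; inconclusive = only one of the two criteria is met; inactive = neither criterion is met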;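 note: 0% = median of the neutral control wells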
NR2E3 ag-2 = activates human photoreceptor nuclear receptor NR2E3; GST-NR2E3/biotin-RetCOR TR-FRET, 1536-well; inhibition of corepressor binding, % at 4.78 µM; 0.12% of 320,000 active; AID 2300;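 active = percent inhibition above the cutoff of mean plus 3 SD of all tested compounds, set per screening campaign, cut at about 20% in these data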;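 note: 0% = DMSO wells and 100% = biotin wells as full block of FRET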
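Test system: GST-NR2E3 and biotin-RetCOR proteins | Quantity: 1.35 nM GST-tagged NR2E3 final | Medium: Tris pH 7.5 | Also added: 7 nM biotin-RetCOR | Dosing: Compound at 4.8 µM, single dose | Timing: 5 h at 4 °C | Detection: Time-resolved FRET | Read-out basis: Percent inhibition | Benchmarks: Biotin wells as high control, 0.6% DMSO wells as low control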
Shn3 3UTR inh = inhibitors of Schnurri-3 3'UTR reporter in osteoblasts. Clone20 osteoblast Shn3 3'UTR firefly luciferase, 24 h. inhibition, % at 12.5 µM. 0.52% of 360,000 active;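 active = mean inhibition of at least 75% with every replicate also reaching 75%; inconclusive = mean inhibition at least 75% but some replicate below; inactive = mean inhibition below 75%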;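 note: 0% = median of neutral control wells and 100% = pilot-screen positive control compound; some compounds past the cut are filed as inactive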
Peg3 promoter = reduces Peg3 promoter-driven luciferase expression in HeLa; HeLa PEG-Prom luciferase reporter, luminescence, overnight; inhibition, % at 20 µM; 1.7% of 360,000 active;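 active = inhibition of at least 50% at 20 µM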
* marks the source's active call; other numbers are inactive results; u = inconclusive; x = no result given. This is a random part of the collection; any-hit rate near 3.3%.

SMILES	CF NFkB inh	KKLEB tox	HIF-2a inh	NR2E3 ag-1	TRPM1 prom inh	Vif inh	PDI inh	CaV13 ICDI inh	NR2E3 ag-2	Shn3 3UTR inh	Peg3 promoter
CC(C)Oc1cccc(C(=O)C2CCCN(Cc3ccc4nonc4c3)C2)c1 (configuration not stated)	25	2	-2	8	7	5	3	-4	1	-6	8
O=C1C2C(c3cccc(/C=C/c4ccccc4)c3)CC=CC2C(c2ccc3ccccc3c2)N1Cc1ccccc1 (configuration not stated)	46	-25	5	-44	-15	1	-6	-8	4	-24	2
Fc1ccc(NCc2nnc(SCc3nnc(-c4ccccc4)o3)n2CC2CCCO2)cc1 (configuration not stated)	15	3	16	-5	7	0	0	x	36*	11	15
CCN(CC(=O)Nc1c(F)cccc1F)C(=O)CSc1nc2ccccc2o1	14	-5	7	-21	-5	3	2	-6	1	1	15
Cc1cccc(NS(=O)(=O)c2ccc(C(=O)N3CCN(c4ccccc4O)CC3)cc2)c1C	-17	7	0	13	-2	-7	1	x	3	69	25
Cn1nc(C(F)(F)F)c(-c2ccc(F)cc2)c1NC(=O)Nc1ccc(F)cc1	13	-22	23	0	0	x	-5	-2	-4	4	29
CC(Oc1ccc(Br)cc1Cl)C(=O)Nc1ccncc1 (configuration not stated)	25	-13	19	-15	19	-7	2	-19	4	27	32
Cc1nnc(NC(=O)CSCc2ccccc2)s1	12	12	5	-24	7	-8	x	-6	0	-5	14
O=c1c2ccccc2[nH]c2ccc(F)cc12	-67	-1	-15	-26	2	-2	-5	9	-2	29	-30
CC(C)CC(=O)c1c[nH]c(C(=O)NCC2CCCO2)c1 (configuration not stated)	3	-1	-15	-26	-2	-1	11	-2	0	-4	-8
CCc1nnc(NC(=O)CSc2nnc(-c3ccc(NS(=O)(=O)c4ccccc4)cc3)o2)s1	7	0	13	17	3	-1	4	-5	0	3	-10
COc1cccc(C(NC(=O)C2CCN(CCCOc3ccccc3)CC2)c2ccccn2)c1 (configuration not stated)	-2	-5	-3	11	x	-7	-4	-5	x	-6	3
COc1ccc(CCN(C(=O)/C=C/C(=O)O)C2CC(=O)N(c3ccccc3)C2=O)cc1 (configuration not stated)	-5	6	20	0	-1	-4	-13	-4	3	-5	-7
COc1ccc(S(=O)(=O)NCCCCNS(=O)(=O)c2ccc(OC)cc2)cc1	-7	5	8	15	-3	-1	-5	x	5	21	8
CC(=O)c1ccc(N2CCN(c3ncc(C(F)(F)F)cc3Cl)CC2)cc1	1	1	-11	0	-11	-5	-1	x	3	68	-25
CCOc1cc(/C=N/NC(=O)C2CCCC2)ccc1O	10	12	8	-32	2	2	4	-5	0	3	12
CCCCOc1ccc(C(=O)Nc2ccncc2)cc1	2	8	-140	7	-17	8	0	x	-4	60	-143
CC(OC(=O)CC1CCCCC1)C(=O)Nc1cccc(C#N)c1 (configuration not stated)	5	-3	6	22	3	-1	2	-4	1	47	24
O=C(NCCCN1CCCC1=O)c1cc(COc2ccc(F)cc2F)on1	-11	0	-12	-7	-19	-6	0	-5	0	-4	-16
CCc1nnc(NC(=O)[C@@H]2CCCN2S(=O)(=O)c2ccc3c(c2)OCCO3)s1	2	-8	9	22	-2	-2	1	x	-2	-17	17
CC1=NN(c2ccccc2)C(=O)/C1=C\c1cn(-c2ccccc2)nc1C	-2	6	9	5	-11	-11	9	-17	5	6	-10
CCOC(=O)c1ccc(NC(=S)N2CCN(C)CC2)cc1	6	7	-4	-23	-8	-5	11	-21	1	-1	-8
COc1ccc(CCNCC(=O)Nc2ccc(C)c(S(=O)(=O)N(C)C)c2)cc1OC	-2	5	9	2	-1	-3	14	-2	5	7	3
Cc1ccc(S(=O)(=O)N2C[C@H]3[C@H]4C(=O)N(C)C(=O)[C@H]4CC(=O)[C@H]3[C@@H]2c2ccccc2Cl)cc1	0	-10	3	3	x	x	x	-5	x	-17	-10
COc1ccc(-c2ccc(-c3cc(=O)oc4cc(OC)c(OC)c(OC)c34)cc2)cc1F	38	-17	-59	-9	-24	2	-5	-5	x	-41	-39
O=C(COC(=O)c1cccnc1Cl)c1ccc2c(c1)OCCO2	16	-6	-83	10	-45	5	4	-3	4	-40	-13
CCOc1ccccc1NC(=O)c1ccc2[nH]c(C)c(C)c2c1	-15	-2	-119	-62	-72	27	9	-4	0	-3	-113
O=C(COC(=O)c1cccc(F)c1)Nc1cccnc1Cl	17	4	12	-18	-9	-3	0	-3	0	-50	-25
COc1ccc(C(=O)NCC(=O)OCc2nc(N)nc(Nc3ccccc3C)n2)cc1	14	-3	-8	-8	5	4	-7	-6	2	-9	4
CCOC(=O)C1(CC2CC2)CCN(Cc2cn[nH]c2-c2cccc(F)c2)CC1	14	-36	13	-10	-3	6	1	-2	2	14	17
O=C(COC(=O)c1cccnc1Cl)c1ccccc1	-5	-7	-35	-82	-49	x	0	-6	6	-22	-33
CN1CCN(C(=S)NC(=O)c2ccc(C(C)(C)C)cc2)CC1	2	8	6	19	-12	-10	-6	-5	-1	-14	-5
O=[N+]([O-])c1cnc2ccccn12	-17	8	14	-10	-7	-6	-4	0	-5	6	8
CC(C)c1ccc(NC(=O)c2ccc3snnc3c2)cc1	-50	4	-232	-97	-73	3	-4	x	2	-49	-287
COc1ccc(CSCC(=O)N/N=C/c2ccccc2O)cc1	7	-6	10	-3	8	5	-4	-4	2	32	17
C#CCOCCOCCOCCNc1nc(N2CCOCC2)nc(N2CCN(C(=O)[C@H]([C@@H](C)O)n3cc(CCCCN)nn3)CC2)n1	6	0	8	-1	-5	-4	8	-9	-1	-4	-7
CCCc1cnc(N2CCN(S(C)(=O)=O)CC2)nc1	3	15	-108	-49	-27	-6	1	-5	-2	-26	-68
O=C(Nc1cccc(Cl)c1N1CCOCC1)c1cccnc1	-14	10	5	-12	-16	10	2	-5	1	13	25
O=C1Nc2ccc(S(=O)(=O)NCCCO)c3cccc1c23	0	-3	2	9	-4	22	3	-5	x	-9	14
OC1CCCN(Cc2cccc3ccccc23)C1 (configuration not stated)	-6	8	21	-19	10	9	17	-5	-4	19	-10
COC(=O)c1c(NC(=O)/C=C/C(=O)O)sc(C)c1-c1ccc(C)cc1	6	-10	6	-30	22	4	-4	1	7	-13	-7
CC(=O)Nc1c2c3c(cccc3n(C)c1=O)C(=O)c1ccccc1-2	-43	5	24	-19	-8	8	1	-10	-2	-8	19
COCCCNc1nc2c(c(=O)n(C)c(=O)n2C)n1Cc1cccc(OC)c1	-8	-9	21	-7	10	0	1	-2	0	29	18
Cc1cccc2c1-c1sc(C(=O)NCCCN3CCCC(C)C3)cc1CO2 (configuration not stated)	9	-14	-10	20	7	-9	-9	-4	2	-4	76*
Cc1ccc(N2CC(C(=O)Nc3nc4ccc(S(C)(=O)=O)cc4s3)CC2=O)cc1 (configuration not stated)	-13	8	3	-16	8	1	u	-6	0	-33	3
O=C(NCc1ccccc1F)c1ccc(S(=O)(=O)N2CCCC2)cc1	8	1	3	-6	x	12	-4	-6	x	-18	2
CCOC(=O)C1(C)/C(=N/Nc2ccccc2OC)C(=O)C(=O)N1c1ccccc1 (configuration not stated)	14	6	5	-23	13	-4	-3	-2	-4	4	-4
CCCc1ccc(Oc2cc(Cl)nc(N)n2)cc1	7	-6	-120	-37	-21	4	-3	-2	-4	-22	-95
Cc1cccc(-c2noc(CCC(=O)NCc3ccco3)n2)c1	-1	13	-38	-22	3	x	-4	-7	2	-10	-15
Cc1ccc2nc(NCc3ccccc3)c(C=NCc3cccnc3)c(=O)n2c1	-16	-5	-125	-19	-17	0	0	-5	1	-14	-121
(more compounds)
SMILES	CF NFkB inh	KKLEB tox	HIF-2a inh	NR2E3 ag-1	TRPM1 prom inh	Vif inh	PDI inh	CaV13 ICDI inh	NR2E3 ag-2	Shn3 3UTR inh	Peg3 promoter
CC(c1ccccc1)n1cc(C(=O)NCc2ccccn2)nn1 (configuration not stated)	-10	14	19	-15	-2	x	0	x	2	-1	7
Cc1cc(C)n(CCC(=O)N2CCN(S(=O)(=O)c3ccccc3)CC2)n1	6	2	8	-15	0	15	3	-4	2	-4	13
COc1ccc(C=CC(=O)c2ccc(OC)c(OC)c2O)cc1OC	-54	-1	-1	-30	-11	3	-4	-14	x	6	-1
CC(CN1CCCCC1)OC(=O)c1ccc2c(c1)OCO2 (configuration not stated)	-4	2	-21	-21	11	-29	8	-7	1	-15	0
CCCCn1c(N)c(N(CCOC)C(=O)CCNC(=O)c2ccccc2Cl)c(=O)[nH]c1=O	-21	-2	10	-30	-6	-1	8	x	4	-7	13
Cc1ccc(S(=O)(=O)N2CCN(C(=O)COC(=O)COc3ccccc3)CC2)cc1	0	18	12	0	7	-4	0	-4	-3	-3	5
Cn1ccnc1CN1CCN(C(=O)c2cc(COc3ccc(F)c(F)c3)on2)CC1	13	-7	-12	-32	3	-6	2	-7	4	-1	-5
COc1ccc(C2CC3(O)NC(=O)C(C#N)(C3C)C2(C#N)C#N)cc1 (configuration not stated)	0	2	-5	-33	x	66*	-2	-12	-2	17	1
Cc1cc(C)n(-c2cc(Cl)ccc2[N+](=O)[O-])n1	4	-5	20	37	9	-1	-1	-5	1	-24	-7
COc1cccc(F)c1C(C[N+](=O)[O-])c1c(N)n(C)c(=O)n(C)c1=O (configuration not stated)	33	-14	88*	-9	67*	28	1	4	-2	-110	104*
CS(=O)(=O)N1CCN(C(=O)c2ccncc2)CC1	7	-10	1	4	-4	1	-6	x	0	-5	5
Cc1coc2c(C)c3oc(=O)c(CCC(=O)N4C[C@H]5C[C@@H](C4)c4cccc(=O)n4C5)c(C)c3cc12	8	1	15	-14	16	2	x	x	0	2	8
O=C(NCc1ccc2c(c1)OCO2)c1cc([N+](=O)[O-])ccc1N1CCOCC1	21	-16	8	-44	17	u	-5	x	x	3	17
CC(=O)c1sc(NC(=O)c2ccccc2F)nc1C	-30	10	-115	-101	-45	3	-7	-6	-1	-4	-144
CCSC(=O)N1c2ccc(OC)cc2C=CC1C#N (configuration not stated)	22	0	-18	-1	48	9	-5	-5	x	-5	-48
CNC(=S)N/N=C(\C)c1ccc2c(c1)OCCO2	-23	9	-42	3	5	-1	-5	-3	3	-1	-39
C#CCOCCOCCOCCNc1nc(N2CCN(C(=O)[C@H](CCC(=O)O)n3cc([C@@H](N)CO)nn3)CC2)nc(N2CCN(C(=O)[C@H](CCC(=O)O)n3cc([C@@H](N)CCSC)nn3)CC2)n1	-12	12	11	-10	0	-4	-2	-6	x	-10	0

Screening results deposited in PubChem BioAssay by several laboratories.
